S3 lipid droplet = qHTS Assay for Lipid Storage Modulators in Drosophila S3 Cells. Drosophila S3 cells, BODIPY lipid droplet fluorescence, 18-24 h; cells fed with added oleic acid. lipid storage change, negative = inhibition, % at the top dose, mostly 46.1 µM; hits show Potency in µM. 320,000 compounds, 0.64% hits; active = well fitted inhibition curve with a large enough effect in the signal ratio, with a control signal flat, not every such curve was filed as active; inconclusive = small, poorly fitted or top-dose-only effect, or effect the other way, or a change in a side signal; the % refers to the signal ratio
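Drosophila S3 cells loaded with oleic acid (400 uM, as added) and compounds at several concentrations; lipid droplets imaged by 488-nm laser-scanning cytometry, 500–530 nm intensity and object ratio to cell channel. Percent activity normalized to 20 uM Triacsin C.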
S3 lipid droplet cell count max = also measured in S3 lipid droplet; calls as there; cell number change, %; measured here: cell count max response;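 cells counted by Cell Tracker Red CMTPX staining in the red channel; peak over a dose series mostly up to 46.1 µM; percent activity relative to internal control wells on each plate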
Numbers without * were called inactive; i = inactive; ? = inconclusive; · = not tested or not shown. % is scaled to controls: 0 for no effect and ±100 for the full control effect; potency is read from the fitted curve at half-maximal effect. An excerpt (hit frequency here may not be typical).

SMILES	S3 lipid droplet	S3 lipid droplet cell count max
O=c1oc2ccccc2cc1-c1ccccc1	?	·
Nc1nnc(SCC(=O)Nc2ccc(F)c(Cl)c2)n1-c1ccccc1	?	·
Clc1ccc(C(c2ccccc2)N2CCN(c3ccccn3)CC2)cc1 (stereo not drawn)	6.9%	1.3
CCOC(=O)N1CCN(C(=O)Cn2nc(C)c3sc4ccccc4c3c2=O)CC1	?	·
Cc1cccc2c1cnn2C(=O)CCC(=O)NCc1ccc(F)cc1	4.1%	-3.5
CSc1nnc(CCCCCCCCc2nnc(SC)o2)o1	2.9%	7.5
Cc1ccc(C)c(Cn2nc(-c3cc(C)ccc3C)ccc2=O)c1	5.4%	-29.1
Cc1nonc1OCCNCc1c(C(=O)N(C)C)nc2ccc(Cl)cn12	-8.5%	-15.1
O=C(NCC(=O)N1CCN(S(=O)(=O)c2c(F)cccc2F)CC1)c1ccccc1F	?	·
CCCOC(=O)c1ccc(NC(=O)c2cccc(S(=O)(=O)N3CCN(C(C)=O)CC3)c2)cc1	?	·
Cn1nc(C(F)(F)F)c(/C=N/OC(=O)c2ccccc2Cl)c1SCc1ccc(Cl)cc1	-18.3%	1.1
CN(c1ccccc1C(=O)Nc1ccc2c(c1)OCO2)S(C)(=O)=O	-0.7%	-19.9

2 records drawn at random from those above, as already listed:
SMILES	S3 lipid droplet	S3 lipid droplet cell count max
CCCOC(=O)c1ccc(NC(=O)c2cccc(S(=O)(=O)N3CCN(C(C)=O)CC3)c2)cc1	?	·
O=c1oc2ccccc2cc1-c1ccccc1	?	·

The results go on:
SMILES	S3 lipid droplet	S3 lipid droplet cell count max
COC(CNC(=O)C1CCCN(S(=O)(=O)c2ccc3c(c2)oc(=O)n3C)C1)OC (stereo not drawn)	i	12.5
COc1ccc(-c2ccc(=O)n(CC(=O)NC3CCc4ccccc43)n2)cc1OC (stereo not drawn)	?	·
CCc1cccc(CC)c1NC(=O)CCCSc1nc2ccccc2s1	0.3%	7.4
COC(=O)c1cnc(Nc2cccc(C(F)(F)F)c2)c([N+](=O)[O-])c1	-2.2%	0.6
CC(=O)NCCc1nc2cc(NC(=O)c3cccs3)ccc2n1C	-0.6%	3.2
CCOc1ccc2nc(NC(=O)CN3CCN(CC)CC3)sc2c1	?	·
COc1ccc(Cc2nnc(SCC(=O)Nc3ccc(N4CCOCC4)cc3)o2)cc1	?	·
O=C1CCC/C1=c1\s/c(=C\c2cccnc2)c(=O)n1-c1ccccc1	7.9%	-12.6
COc1ccc(C(=O)Nc2cc3c4c(c2)C(C)C(=O)N4CCC3)c(OC)c1 (stereo not drawn)	?	·
O=c1[nH]c2cc3c(cc2cc1CN(CCCO)C(=S)NCc1ccco1)OCO3	-0.1%	-14.7
Cc1cccc(C(=O)NCC(=O)OCC(=O)N2CCCCC2)c1	?	·
Cc1ccc(NC(=O)CSc2ccc(-c3cccnc3)nn2)cc1Cl	-0.6%	-16.5
CCOc1ccccc1NS(=O)(=O)c1ccc2oc(=O)ccc2c1	4.9%	-13.5
Cc1cc(C)n(CC(=O)NNC(=O)c2ccc(NC(=O)CC#N)cc2)n1	?	·
Cc1cccc(CC(=O)c2c[nH]c3ccccc23)c1	0.3%	5.3
CS(=O)(=O)N(CC(=O)N1CCN(c2ccc(F)cc2)CC1)c1cccc(Cl)c1	-11.0%	-14.9
CCOc1ccc2nc(NC(=O)c3ccc(OC)c(S(=O)(=O)N4CCOCC4)c3)sc2c1	?	·
Cc1[nH]c(=O)[nH]c(=O)c1N(C)C	1.1%	5.8
O=C(O)CC(c1ccc(F)cc1F)N1Cc2ccccc2C1=O (stereo not drawn)	?	·
CCOc1cc(C)c(S(=O)(=O)N2CCCCC2)cc1C	-1.9%	11.4
O=C(O)Cn1c(-c2cscn2)nc2ccccc21	17.0%	0.4
COc1ccc(CCNC(=O)COc2ncnc3ccccc23)cc1OC	i	·
CCN(CC)S(=O)(=O)c1ccc(N2Cc3ccccc3C2=N)cc1	5.6%	2.5
Cc1ccc(Cn2c(CN3CCOCC3)nc3c2c(=O)n(C)c(=O)n3C)cc1	2.0%	6.6
O=C(NC1CCCCCC1)C1CCC(CNS(=O)(=O)c2ccc(Br)s2)CC1 (stereo not drawn)	-0.3%	-8.6
COc1cc(C=O)ccc1OCc1ccc(Cl)nc1	3.2%	3.1
O=C(Nc1ccccc1)OCCOc1ccccc1	?	·
COc1ccc(N2CC(C(=O)N[C@@H](C)C(=O)NCc3ccccc3OC)CC2=O)cc1 (stereo partly drawn)	18.8%	-9.1
COc1cccc(NC(=O)CN(C)C(=O)c2cccc(S(=O)(=O)Nc3ccc(C)cc3)c2)c1	?	·
Cc1nnc(SCC2=C(C(=O)O)N3C(=O)C(NC(=O)c4cccc(F)c4F)C3SC2)s1 (stereo not drawn)	-4.0%	·
O=C(NC(CO)Cc1ccc([N+](=O)[O-])cc1)C(Cl)Cl (stereo not drawn)	?	·
O=C(C1CCN(S(=O)(=O)c2ccccc2)CC1)N1CCc2ccccc21	?	·
O=C(CN(CC1CCCO1)C(=O)CCC(=O)Nc1ccccn1)NCC1CCCO1 (stereo not drawn)	?	·
CC1CCCN(C(C(=O)Nc2ccc3c(c2)OCO3)c2ccccc2)C1 (stereo not drawn)	?	·
C=C1C(=O)O[C@H]2C[C@]3(C)C([C@@H](OC(=O)/C(C)=C/C)[C@H]12)[C@](C)(O)CC[C@H]3O (stereo partly drawn)	?	·
COc1cc2ccccc2cc1C(=O)Nc1ccccc1N1CCN(S(C)(=O)=O)CC1	?	·
O=C(NNC(=O)C1CCCO1)c1ccc(F)cc1 (stereo not drawn)	?	·
O=c1oc(-c2ccco2)nc2sc3c(c12)CCCCC3	3.1%	-2.8
CC(NC(=O)c1ccc(NC2=NC3CS(=O)(=O)CC3S2)cc1)c1ccccc1 (stereo not drawn)	?	·
COC(=O)C1=C(C)NC(=O)/C1=C\c1cc(C)n(-c2c(C)cccc2C)c1C	?	·
O=C(/C=C/c1cccs1)N1CCN(c2ccccc2F)CC1	?	·
Cc1cc(OCC(=O)NC2CCN(Cc3ccccc3)CC2)c2c(C)c(C)c(=O)oc2c1	?	·
CCOC(=O)CSc1nc2ccsc2c(=O)n1C1CCN(C(=O)OCC)CC1	7.3%	-21.0
O=C(CSCc1ccc(Cl)cc1)NCc1ccccn1	?	·
CC(C)(C)OC(=O)NC(Cc1ccccc1)C(=O)N1CCCC1C(=O)O (stereo not drawn)	3.9%	17.0
CN(Cc1cccc(F)c1)C(=O)c1ccc(S(=O)(=O)C(F)F)cc1	?	·
COc1ccccc1C1=NNC(=NCc2ccccc2)SC1	?	·
CCn1c(COc2ccc(=O)n(-c3ccccc3)n2)nnc1SCc1ccc(OC)cc1	2.2%	-2.6
COc1ccc(C(=O)OCCN2CCN(C3=NS(=O)(=O)c4ccccc43)CC2)cc1OC	i	3.8
Nc1cc(=O)[nH]c(SCc2nnc(-c3ccccc3)o2)n1	?	·
COc1c(OC)c(O)c2c(=O)c(O)c(-c3ccccc3)oc2c1OC	5.6%	-12.7
CCCN1CCC(Oc2cccc(C(=O)NCCc3ccccc3)c2)CC1	?	·
CCCCc1cc(=O)oc2c(C)c(OCC(=O)N3CCC(C(=O)O)(c4ccccc4)CC3)ccc12	?	·
Cc1nc(NC(=S)NC(=O)c2cccs2)ccc1Br	?	·
CCOC(=O)c1ccc(Oc2c(C)oc3cc(OS(C)(=O)=O)ccc3c2=O)cc1	?	·
CCn1c(=O)n(CC(=O)Nc2ccc(F)cc2)c(=O)c2ccccc21	5.1%	17.8
CCCCCC(=O)O/N=C(\C)c1ccn(S(=O)(=O)c2ccccc2)c1	?	·
Cn1nccc1/C=C(/C#N)S(=O)(=O)c1ccccc1	22.3%	3.6
CCCCOC(=O)Nc1ccc(S(=O)(=O)Nn2cnnc2)cc1	?	·
CCCN1CCC(=O)N([C@H](CN=[N+]=[N-])Cc2ccccc2)CC1	i	28.2

Continued.
Molecule | S3 lipid droplet | S3 lipid droplet cell count max
Cc1ccccc1CS(=O)(=O)Cc1ccc(C(=O)NC2CCCCC2)o1 | ? | ·
COc1ccc(Nc2cc(Sc3ccc(OC)cc3)ncn2)cc1 | 3.5% | -17.8
CCOC(=O)c1[nH]c2cc(OC)c(OC)cc2c1N | ? | ·
COc1cc(C(=O)NNC(=O)C2CCC2)cc(OC)c1OC | ? | ·
COc1cccc(-c2noc(CCCC(=O)NC3CCCC3)n2)c1 | ? | ·
CCCOc1ccc(-c2c(C(=O)N/N=C/c3ccc(OC)cc3)nnn2-c2nonc2N)cc1 | 6.2% | 6.1
O=C(NCCOc1cccnc1)c1ccc(OC2CCN(Cc3ccccn3)CC2)cc1 | ? | ·
Nc1nc(CN2CCN(c3ccccc3)CC2)nc(Nc2ccc(Cl)cc2)n1 | ? | ·
CCn1c(Cc2ccccc2)nnc1SCC(=O)OC(C)C | ? | ·
O=C(OCc1ccccc1)c1cnc(Cl)c(Cl)c1 | i | 25.6
O=C(N=C1SC2CS(=O)(=O)CC2N1c1cccc(F)c1)C1CC1 (stereo not drawn) | i | -5.9
COc1cccc(CN(C)C(=O)c2ccc(N3CCCC3)c([N+](=O)[O-])c2)c1 | i | -27.2
CCOCCCNC(=O)/C(C#N)=C/c1ccccc1F | ? | ·
Cc1ccc(C(=O)N/N=C2\CCCc3ccccc32)c(C)c1 | ? | ·
NC(=O)c1nc[nH]c1C(=O)Nc1cccc(C(F)(F)F)c1 | ? | ·
Cn1cc(S(=O)(=O)N2CCC(C(N)=O)CC2)c(=O)n(C)c1=O | -11.7% | -6.5

The final 2 records of the section above are carried over, then new ones follow:
Molecule | S3 lipid droplet | S3 lipid droplet cell count max
NC(=O)c1nc[nH]c1C(=O)Nc1cccc(C(F)(F)F)c1 | ? | ·
Cn1cc(S(=O)(=O)N2CCC(C(N)=O)CC2)c(=O)n(C)c1=O | -11.7% | -6.5
N=C1C(c2nc3ccccc3[nH]2)=C(O)CN1NC(=O)COc1cccc(F)c1 | 4.1% | -1.1
CCCCC(=O)Nc1ccc(C)c(S(=O)(=O)N2CCCCCC2)c1 | ? | ·
C=CCn1c(-c2ccccc2OCC)n[nH]c1=S | -9.4% | -17.3
O=C(c1ccccc1)c1nn(-c2ccc(Cl)cc2)c(=O)cc1C(F)(F)F | -16.1% | 0.9
c1ccc(-c2noc(-c3ccno3)n2)nc1 | ? | ·
O=C(CN1CCN(C(C(=O)Nc2ccc(F)cc2)c2ccccc2)CC1)NC1CC1 (stereo not drawn) | ? | ·
Cc1ccoc1C(=O)Nc1cccc(Oc2ccccc2)c1 | ? | ·
CN(C)C(=O)CNc1n[nH]c(=S)[nH]c1=O | -12.6% | -0.5
CSc1ccc(NC(=O)Nc2cc(C)ccn2)cc1 | -2.4% | 2.7
CC(C)n1c(-c2ccccc2F)n[nH]c1=S | ? | ·
CN(C)CCCNc1nc(N)c([N+](=O)[O-])c(NCCO)n1 | -13.7% | 2.1
O=C(NCc1ccncc1)C(=O)Nc1nccs1 | -1.6% | 21.1
COc1ccc(N=NC2=C(O)CC(C)(C)CC2=O)cc1 | 8.3% | -6.4
CN(CC(=O)NCCCN1CCOCC1)S(=O)(=O)c1ccc(Br)cc1 | i | 1.5
CCCCNC(=O)CSc1nnc(-c2ccco2)n1C | ? | ·
CCC1(c2ccccc2)NC(=O)N(CC(=O)Nc2ccc(OC)nc2)C1=O (stereo not drawn) | ? | ·

Complete entries, quoted from the list. Order of screens: S3 lipid droplet, S3 lipid droplet cell count max
Listed for `CSc1ccc(NC(=O)Nc2cc(C)ccn2)cc1` → -2.4%, 2.7
Listed for `CN(CC(=O)NCCCN1CCOCC1)S(=O)(=O)c1ccc(Br)cc1` → i, 1.5
Listed for `O=C(NCc1ccncc1)C(=O)Nc1nccs1` → -1.6%, 21.1

Next compounds.
Molecule | S3 lipid droplet | S3 lipid droplet cell count max
Cc1nc2ccccc2c(=O)n1-c1ccc(F)c(NC(=O)c2cccs2)c1 | ? | ·
CNS(=O)(=O)c1cc(-c2nnc(Nc3ccc(NC(C)=O)cc3)c3ccccc23)ccc1C | i | ·
C=CCn1c(N2CCCCCC2)nc2c1c(=O)[nH]c(=O)n2C | ? | ·
CCCCN(C(=O)CSc1n[nH]c(-c2ccc(C)cc2)n1)c1c(N)n(CCCC)c(=O)[nH]c1=O | ? | ·
O=C(NCc1ccco1)/C(=C\c1ccco1)NC(=O)c1ccccc1Cl | i | -3.8
CN(C(=O)c1ccc(COc2ccccc2Br)o1)c1ccccc1 | ? | ·
Cc1ccc(-n2nnnc2SCC(=O)NC2CCCc3ccccc32)cc1 (stereo not drawn) | 12.2% | -0.4
COc1ccc(CNC(=S)NC(C)CCc2ccccc2)cc1 (stereo not drawn) | -16.4% | 19.9

A portion of the results above, for reference:
Molecule | S3 lipid droplet | S3 lipid droplet cell count max
Cc1ccc(-n2nnnc2SCC(=O)NC2CCCc3ccccc32)cc1 (stereo not drawn) | 12.2% | -0.4
COc1ccc(CNC(=S)NC(C)CCc2ccccc2)cc1 (stereo not drawn) | -16.4% | 19.9

(next part)
Molecule | S3 lipid droplet | S3 lipid droplet cell count max
COc1ccc(S(=O)(=O)N2CCCC(C(=O)NCCC(C)C)C2)cc1 (stereo not drawn) | ? | ·
CC(=O)Nc1ccc(S(=O)(=O)NC2=C(N3CCN(c4ccc(F)cc4)CC3)C(=O)c3ccccc3C2=O)cc1 | i | 3.5
CCc1nc(SCC(=O)Nc2nccs2)c2oc3ccccc3c2n1 | ? | ·
O=C(NCc1ccccc1Cl)c1ccccc1Oc1ccccc1 | 4.1% | -11.0
COc1ccc(-n2c(Cc3cccn3C)nnc2SCC(=O)Nc2ccccc2F)cc1 | 11.7% | 12.7

Compound activity: PubChem, National Center for Advancing Translational Sciences (NCATS)
